High-throughput results deposited in PubChem by several laboratories.
FLuc stim CS: affects firefly luciferase, flagging false hits in luciferase stimulation screens. P08659. ATPlite luciferase biochemical, luminescence, 10 min; 0 = ATP-free wells, 1 = DMSO control. activation factor at 10 µM. 200,000 tested, under 10 active. AID 1027;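 active means luciferase activation factor, scaled between plate controls, of at least 2 with compound at 10 µM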
Target sequence (P08659 whole entry, looked up): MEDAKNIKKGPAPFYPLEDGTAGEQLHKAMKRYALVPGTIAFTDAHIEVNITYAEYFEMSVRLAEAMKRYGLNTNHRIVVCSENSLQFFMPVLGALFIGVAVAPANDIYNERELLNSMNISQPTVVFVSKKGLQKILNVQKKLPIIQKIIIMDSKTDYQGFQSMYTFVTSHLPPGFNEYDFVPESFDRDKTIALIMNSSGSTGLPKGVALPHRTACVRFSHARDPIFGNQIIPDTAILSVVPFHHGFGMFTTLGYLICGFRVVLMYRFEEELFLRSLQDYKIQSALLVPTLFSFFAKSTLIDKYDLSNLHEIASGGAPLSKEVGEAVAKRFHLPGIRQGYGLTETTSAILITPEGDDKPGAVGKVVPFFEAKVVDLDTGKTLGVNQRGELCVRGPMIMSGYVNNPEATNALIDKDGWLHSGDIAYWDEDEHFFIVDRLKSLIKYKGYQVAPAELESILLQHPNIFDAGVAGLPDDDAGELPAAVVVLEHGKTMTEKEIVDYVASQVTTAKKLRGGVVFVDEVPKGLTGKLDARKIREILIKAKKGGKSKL
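System: cell-free luciferase reagent; medium: PBS as buffer for the ATP substrate; doses: test compounds dosed from 2 mM stocks in 100% DMSO; incubation: 10 min, room temperature; measured by: luminescence from luciferase reaction; read-out: luciferase activation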
FLuc inhib CS: Photinus pyralis luciferase inhibition counter-screen. inhibition, % at 10 µM. actives 1.5% (n = 200,000). ATPLite firefly luciferase biochemical luminescence, 10 min. P08659;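 active means inhibition above about 50% when tested at 10 µM, limit read from the data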
APP 5'UTR act: activates APP 5'UTR luciferase reporter | activation, % at 2 µM | AID 1276 | actives 1% (n = 190,000) | SH-SY5Y APP 5'UTR luciferase reporter, luminescence; zero percent = DMSO vehicle wells;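 active means activation above a set limit, based on mean plus 3 SD of controls, cut at about 140% in these data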; further: values of inactives mirror those of a sister screen read the other way
NF-kB expr up: raises NF-kB expression in human neuronal cells; NF-kB reporter expression; active compounds read high; fold change at 12.5 µM; actives 1.6% (n = 190,000); AID 1239; in the data active means fold change above about 3.3
G6PDH CS: L. mesenteroides G6PDH inhibition counter-screen | Purified L. mesenteroides G6PDH, diaphorase/resazurin coupled fluorescence, 45 min | inhibition, % at 5 µM | actives 0.12% (n = 200,000) | AID 1020; in the data active means inhibition above about 50%
APP transl inh: APP translation inhibition; SH-SY5Y APP 5'UTR-luciferase reporter, luminescence; inhibition, % at 2 µM; actives 0.82% (n = 190,000);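 active means inhibition above a set limit, derived from the sample mean plus 3 SD, cut at about 45% in these data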; further: values of inactives mirror those of a sister screen read the other way
STAT1 activator: activators of IFN-gamma induced STAT1 signaling; NIH 3T3 STAT1-luciferase reporter, luminescence; 100% = IFN-gamma alone, no compound; activation (% of control), % at 5.5 µM; actives 2.6% (n = 200,000);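 active means activation above the screen-wide mean activation plus 3 SD, cut at about 130% in these data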;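 further: raw ratio to IFN-gamma control signal so 100% means no change and 0% no light; values of inactives mirror those of a sister screen read the other way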
Hsp70 activator: transcriptional activators of Hsp70. HeLa Hsp70 promoter luciferase reporter, luminescence; scaled: vehicle 0, proteasome-inhibitor control 100%. activation, % at 10 µM. actives 0.04% (n = 200,000). AID 1203;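 active means activation above the mean across all tested compounds plus 3 SD, cutoff set per campaign, cut at about 5.5% in these data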;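 further: 100% = MG132 at 30 µM as the positive control and 0% = DMSO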
Efa HMGR inh: inhibitors of class II HMG-CoA reductase from Enterococcus faecalis. inhibition, % at 10 µM. actives 0.41% (n = 190,000). purified E. faecalis HMGR, NADPH absorbance 340 nm kinetic;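 active means inhibition above a set limit, the median over all tested compounds plus 3 SD, cut at about 9.5% in these data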;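 further: enzyme runs in reverse so mevalonate oxidation gives rising NADPH absorbance; 0% = complete reaction with DMSO and 100% = background rate lacking mevalonate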
Redox H2O2 prof: compounds producing H2O2 with reducing agent – biochemical, NIH compound library profiling, artefact control for MLSCN library redox annotation, primary screen. DTT-dependent redox cycling H2O2, phenol red/HRP absorbance; 100% = 100 µM peroxide control, 0% = buffer. activation, % at 10 µM. actives 0.03% (n = 200,000). AID 878;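 active means activation of at least 50% relative to the plate's high and low controls in the primary single-dose screen; inactive means activation below 50%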;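 further: compound incubated with DTT at 0.8 mM final as the reducing agent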
An asterisk follows results filed as active; / = not tested or not shown.

Each structure is followed by: FLuc stim CS	FLuc inhib CS	APP 5'UTR act	NF-kB expr up	G6PDH CS	APP transl inh	STAT1 activator	Hsp70 activator	Efa HMGR inh	Redox H2O2 prof
COc1cc(OC)c(OC)cc1NC(=O)CC1COc2ccccc2O1 (stereo unspecified)
    1.1	-7	-3	1	1	2	93	0.1	7	-0.6
CSC1=NC(C)(C)CC2(C)Nc3ccccc3N12 (stereo unspecified)
    1.1	-6	2	0.85	1	-2	89	-0.5	-2	-0.9
CC(=O)n1cc([C@H]2C=C(C(=O)N3CCN(Cc4ccccc4)CC3)O[C@@H](OCc3ccc(CO)cc3)C2)c2ccccc21
    1	3	22	0.48	20	-22	103	0.4	-2	0.0
CCCN(CCC)c1nc2ccccc2n2c(C)nnc12
    1	1	6	1	-24	-6	100	0.1	1	-0.7
Cc1cc(C)nc(SCC(=O)N2CCC(C(N)=O)CC2)n1
    1	-4	1	0.9	2	-1	105	0.1	-3	1.0
O=S(=O)(c1ccccc1)c1cnn(-c2ccccc2)c1-c1ccc(F)cc1
    1.1	-9	-9	0.99	2	9	96	-0.5	-2	1.6
Cc1cc(C)c(NC(=O)CN2C(=O)NC3(CCCCC3)C2=O)c(C)c1
    1.1	-12	-7	1	6	7	105	-0.2	-1	1.5
CCOc1ccccc1NC(=O)CSc1c(C)n[nH]c1C
    1.1	-8	14	0.96	-17	-14	102	-0.1	4	0.8
CCCC1NC(=S)NC(C)=C1C(C)=O (stereo unspecified)
    1	0	-11	1.2	3	11	102	-0.1	-5	0.3
O=C(Nc1ccccc1F)c1ccc(OCc2ccccc2)cc1
    1	2	65	2	7	-65	118	0.0	-2	-0.3
CC1=C(C(=O)O)N2C(=O)[C@@H](NC(=O)[C@H](N)c3ccccc3)[C@H]2SC1
    1.1	-6	/	/	6	/	/	0.2	1	/
CCn1ncc(Br)c1C(=O)Nc1ccccc1C(=O)OC
    /	/	-19	/	/	19	96	-0.3	/	-6.8
CCN(CC(=O)Nc1ccc2c(c1)OCCO2)c1ccc(S(=O)(=O)N2CCOCC2)cn1
    1.1	-6	-1	0.77	10	1	91	0.3	-1	2.7
CC(=O)Nc1ccc(Nc2c3ccccc3nc3ccccc23)cc1
    1.1	-8	-92	0.62	8	92*	137*	0.0	-7	-2.1
O=C(NCc1ccccc1)C(Cc1ccccc1)N1C(=O)C2C3CCC(C3)C2C1=O (stereo unspecified)
    1	-1	2	0.8	0	-2	94	-0.2	-6	-3.3
CC(C)CNc1cc(Cl)c(S(=O)(=O)NCC(C)C)cc1C(=O)O
    1	-4	8	1.2	15	-8	94	-0.8	-3	0.3
CSc1nc2cc(Cl)ccc2s1
    1.1	-5	8	1.1	8	-8	110	-0.2	1	0.2
Cc1cccc(-n2c(SCC(=O)NCc3ccco3)nnc2-c2ccco2)c1
    /	/	2	1.3	/	-2	103	0.0	-11	1.3
N#Cc1c(NC(=O)c2ccc(-c3ccccc3[N+](=O)[O-])o2)sc2c1CCCC2
    1	3	9	1	8	-9	94	-0.2	-2	0.7
CCN(CC(=O)NCc1ccc(F)cc1)C(=O)COc1ccc2ccccc2c1
    1	3	11	1	-5	-11	99	-0.3	-7	-0.3
COC(=O)Nc1ccc(S(=O)(=O)Nc2ccc(C)cc2)cc1
    1.1	-10	1	0.89	4	-1	103	0.4	-1	2.4
CCCOC(=O)c1c(NC(=O)/C=C/c2cnn(C)c2C)sc(C(=O)OC)c1C
    1.1	-7	17	1.2	-4	-17	104	-0.2	6	-3.7
c1ccc(Oc2ccc(-c3ccnc4nc(N5CCN(c6ccccc6)CC5)nn34)cc2)cc1
    1.1	-6	-12	0.77	5	12	103	0.0	-7	-6.3
Cc1nn(C)c(C)c1C1C(C#N)=C(N)Oc2n[nH]c(C)c21 (stereo unspecified)
    1.1	-8	5	1.3	1	-5	105	-0.3	-1	0.3
O=C(NC(=S)Nc1ccc(S(=O)(=O)Nc2ncccn2)cc1)c1ccc(Br)cc1
    1	-4	8	1	8	-8	101	-0.2	-2	-0.1
Cc1ccc(C(=O)Nc2ccccc2C(=O)NC(Cc2ccccc2)C(=O)O)cc1 (stereo unspecified)
    0.7	34	18	1.4	8	-18	101	-0.2	0	-0.2
O=C(O)c1c2c(nc3ccccc13)-c1ccccc1CC2
    0.8	23	14	1.5	11	-14	107	-0.2	1	-0.7
Cc1cccc2cc(COC(=O)COc3ccccc3)c(=O)[nH]c12
    1	-3	2	0.95	4	-2	98	-0.3	1	-0.6
O=C(CCl)NN=C(c1ccccc1)c1ccccc1
    1.1	-11	12	1.1	3	-12	93	-0.4	-1	-1.9
COc1cc(-c2nnc3sc(-c4ccco4)nn23)cc(OC)c1OC
    1	-2	-23	0.72	2	23	103	-0.2	-5	-1.5

The final two compounds of the section above lead into the next.
Each structure is followed by: FLuc stim CS	FLuc inhib CS	APP 5'UTR act	NF-kB expr up	G6PDH CS	APP transl inh	STAT1 activator	Hsp70 activator	Efa HMGR inh	Redox H2O2 prof
O=C(CCl)NN=C(c1ccccc1)c1ccccc1
    1.1	-11	12	1.1	3	-12	93	-0.4	-1	-1.9
COc1cc(-c2nnc3sc(-c4ccco4)nn23)cc(OC)c1OC
    1	-2	-23	0.72	2	23	103	-0.2	-5	-1.5
COC(=O)c1c(NC(=O)CN2CCCC(C)C2)c2c(C)cccc2n1C (stereo unspecified)
    1.1	-8	-15	0.71	0	15	100	-0.4	-2	0.2
Cc1ccc(-n2c(O)c(C=NC3CCS(=O)(=O)C3)c3ccccc3c2=O)cc1C (stereo unspecified)
    1	-2	-16	1.1	0	16	91	-0.3	-2	0.1
COc1cc(C(=O)Nc2ccc(NC(=O)C3CC3)nc2)cc(OC)c1OC
    1.1	-10	1	1	5	-2	93	-0.3	-6	2.7
Cc1ccc(NC(=O)CN(c2ccccc2F)S(C)(=O)=O)cc1
    1.1	-6	-2	0.92	3	2	92	-0.3	0	0.7
Fc1ccc(Oc2cnns2)cc1
    1.1	-6	-2	1	3	2	99	0.1	-5	0.5
CCN(CC)c1ccc(/C=N/Nc2ccc(C)cc2)c(O)c1
    1	-2	-3	1.7	-23	3	89	-0.6	3	1.5
CCOC(=O)c1c(O)c(Cl)c(C)[nH]c1=O
    1.1	-7	13	1	9	-13	102	-0.3	2	-1.1
CN(C)CCCn1c(-c2ccccc2)nc(=S)c2c1CCCC2
    1.1	-6	-4	1.1	4	4	107	-0.3	-2	-4.7
Cc1ccc(-n2c(SCC(=O)Nc3cccc(S(=O)(=O)NC4=NCCCCC4)c3)nc3ccccc3c2=O)cc1C
    1.2	-15	-10	0.9	-17	10	103	-0.3	-7	0.2
Cc1ccc(S(=O)(=O)N2CCN(c3ccc(C(=O)N4CCOCC4)cc3[N+](=O)[O-])CC2)cc1
    1.1	-8	7	0.7	14	-6	95	-0.2	1	-0.3
O=C(N1CCN(Cc2ccccc2)CC1)C12CC3CC(CC(C3)C1)C2
    1.1	-11	0	0.86	-18	0	103	-0.1	-1	1.2
Cc1ccc(C(=O)Oc2coc(CSc3nnc(NC(=O)C4CC4)s3)cc2=O)cc1
    1	1	10	1.4	-62	-10	100	-0.2	8	0.1
CC(C)(O)C#Cc1ccc(CN2CCN(Cc3ccsc3)C(CCO)C2)cc1 (stereo unspecified)
    1.1	-8	-8	3.8*	7	8	96	0.4	-1	0.2
O=C(Cc1c(Cl)cccc1Cl)OCC(=O)N1CCN(C(=O)c2ccco2)CC1
    1	-2	-10	1.5	11	10	94	-0.3	-1	-1.9
CCn1c(-c2cccs2)nc2ccccc21
    0.9	14	19	1.4	5	-19	102	0.0	0	0.8
COc1cccc([C@@H]2Oc3ccc(Br)cc3C(=O)[C@H]2OC(=O)NC2CCCC2)c1
    1	0	-10	1	13	10	94	-0.5	0	0.5
C/C(N)=C(/C#N)C(=O)COC(=O)c1ccccc1C(=O)c1ccc(C)cc1
    1.1	-7	3	1	14	-2	92	0.4	-2	-1.8
CCN(CC)C(=O)c1sc2c(c1C)c(=O)n(-c1ccc(C)c(C)c1)c(=O)n2CC(=O)NCC1CCCO1 (stereo unspecified)
    1	-3	-9	0.97	-1	9	103	-0.3	-4	-0.3
CN(C1=NC(=O)C(CC(=O)Nc2ccc(Br)cc2)S1)c1ccc(O)cc1 (stereo unspecified)
    1	1	7	0.74	-7	-7	85	0.1	2	2.9
CSc1nc(N2CCOCC2)c2c(c1C#N)CCCCC2
    1.1	-5	-6	1	-38	6	99	-0.1	1	0.8
CN(CC(=O)N1CCc2ccccc2C1)S(=O)(=O)c1ccc2c(c1)c(=O)n(C)c(=O)n2C
    1	-4	25	1	-16	-25	113	-0.3	-5	-2.2
Cc1cc(C(=O)N/N=C/c2ccc(N3CCOCC3)cc2)c(C)o1
    0.5	51*	30	1.3	1	-30	107	-0.3	0	0.6
O=C(CCSc1ccccc1)NCCSCc1ccccc1
    1	2	4	0.97	7	-4	103	-0.6	-11	0.4
O=C(OCC#CCSc1nnc(-c2ccc([N+](=O)[O-])cc2)o1)c1cccs1
    1	-3	17	1.2	-2	-17	96	0.2	-5	0.2

An excerpt from above with just Hsp70 activator and Redox H2O2 prof:
compound | Hsp70 activator | Redox H2O2 prof
Cc1ccc(C(=O)Oc2coc(CSc3nnc(NC(=O)C4CC4)s3)cc2=O)cc1 | -0.2 | 0.1
Cc1cc(C(=O)N/N=C/c2ccc(N3CCOCC3)cc2)c(C)o1 | -0.3 | 0.6
